# PP5 inh: blocks human protein phosphatase 5 activity. purified PP5c, OMFP substrate fluorescence. P53041. 0.18% of 320,000 active. inhibition, % at 6.7 µM;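 active means inhibition above the campaign's mean inhibition across all tested compounds plus 3 SD, cut at about 9.5% in these data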;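 further: 0% = DMSO only and 100% = 100 µM cantharidin control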
# CTSL1 counter: cathepsin L1 inhibition, PFM18AAP counter-screen | recombinant F. hepatica cathepsin L1, Z-Leu-Arg-MCA fluorescence | inhibition, % at 5.96 µM | 0.49% of 300,000 active | AID 1906;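 active means inhibition above the mean of all tested compounds plus 3 SD, set per screening campaign, cut at about 17% in these data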;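 further: 0% = plate median of test compound wells and 100% = 1 µM Z-Phe-Ala-diazomethylketone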
# core dimer inh: blocks dimerization of HCV core protein; TR-FRET GST/Flag-core106 dimerization, 1536-well; inhibition, % at 5 µM; 0.33% of 300,000 active;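 active means inhibition above the mean of all tested compounds plus 3 SD, set per screening campaign, cut at about 45% in these data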
#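 assay system = GST-tagged and Flag-tagged HCV core protein residues 1-106 | controls = unlabelled core106 and no-GST-core106 wells | incubation = compound-protein-antibody incubation 4 h at 22.5 °C | probe or stimulus = Eu donor and XL665 acceptor anti-tag antibodies | read-out = % inhibition based on acceptor/donor emission ratio | signal = TR-FRET 671 and 617 nm emission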
# proCasp7 act: counter-screen: procaspase-7 (human) activation | P55210 | recombinant procaspase-7, Ac-DEVD-pNA absorbance 405 nm; D23A/D198A/D206A triple mutant, cannot self-cleave; scale: DMSO 0, 5 µM enzyme 100 | activation, % at 8.5 µM | 0.093% of 330,000 active;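 active means percent activation above the screen-wide mean plus 3 SD, cut at about 25% in these data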
#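 Assay system: Uncleavable procaspase-7 mutant enzyme; Input: 2 µM procaspase-7 mutant as dispensed; Also added: DEVD-pNA substrate; Medium: Zinc-free HEPES pH 7.4 with 300 mM NaCl, 0.01% Triton X-100; Timing: 1 h compound preincubation, 2 h substrate cleavage, 25 °C; Measured by: Epi-absorbance of released pNA at 405 nm, two timepoints.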
# procasp3 activ: activates human procaspase-3; P42574; recombinant procaspase-3 D3A, Ac-DEVD-pNA absorbance 405 nm; activation, % at 8.5 µM; 0.11% of 330,000 active; AID 463141;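 active means activation above the mean of all tested compounds plus 3 SD, cut at about 21% in these data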;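 further: 0% = DMSO alone and 100% = DMSO wells spiked with extra 5 µM PC-3 D3A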
# Target sequence (P42574 whole entry D9A/D28A/D175A): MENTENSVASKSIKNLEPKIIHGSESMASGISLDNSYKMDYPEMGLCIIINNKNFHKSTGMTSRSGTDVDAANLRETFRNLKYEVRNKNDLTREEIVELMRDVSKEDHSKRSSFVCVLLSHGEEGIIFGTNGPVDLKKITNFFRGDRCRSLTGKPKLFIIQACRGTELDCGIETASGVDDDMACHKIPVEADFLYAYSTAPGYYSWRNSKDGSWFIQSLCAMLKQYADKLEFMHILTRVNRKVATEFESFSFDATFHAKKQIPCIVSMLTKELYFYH
#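 material = Procaspase-3 D3A mutant | probe or stimulus = Ac-DEVD-pNA | compound = single dose, 8.5 µM nominal compound, 0.8% DMSO | timing = 1 h preincubation, 2 h reaction | measured by = 405 nm absorbance of p-nitroaniline, reads at 0 and 120 min | benchmarks = DMSO-only low control, 5 µM PC-3 D3A high control | repeats = singlicate, each compound tested once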
# PP1 inh: PP1-alpha (human) inhibition in PP5 counter-screen; P62136; purified PP1alpha, OMFP fluorescence; inhibition, % at 6.7 µM; 0.9% of 320,000 active;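 active means inhibition above the mean inhibition of all tested compounds plus 3 SD, computed separately for each screening campaign, cut at about 15% in these data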
# PAFAH2 inh: inhibitors of human PAFAH2. recombinant PAFAH2, FP-rhodamine activity probe, fluorescence polarization. inhibition, % at 3.39 µM. 0.99% of 340,000 active. AID 492956;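 active means inhibition above the mean over all tested compounds plus 3 SD, cut at about 30% in these data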;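 further: inhibitors block probe labeling of enzyme so polarization drops; 0% = enzyme with DMSO and 100% = wells lacking PAFAH2 protein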
# TPT1 inh: C. albicans TPT1 enzyme inhibition | inhibition, % at 5 µM | AID 1962 | recombinant caTPT1, FP RNA substrate dephosphorylation | 0.81% of 300,000 active;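 active means inhibition above the mean of all tested compounds plus 3 SD, set per screening campaign, cut at about 24% in these data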;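 further: plate controls were DMSO alone for no effect and ferristatin control at 100 nM for full effect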
# AHR activator: activators of human aryl hydrocarbon receptor; AHR-responsive luciferase reporter cells, luminescence; 2.5% of 320,000 active; P35869; activation, % at 5 µM; in the data active means activation above about 47%;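 further: 0% = vehicle wells and 100% = reference agonist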
# Target sequence (P35869 whole entry, looked up): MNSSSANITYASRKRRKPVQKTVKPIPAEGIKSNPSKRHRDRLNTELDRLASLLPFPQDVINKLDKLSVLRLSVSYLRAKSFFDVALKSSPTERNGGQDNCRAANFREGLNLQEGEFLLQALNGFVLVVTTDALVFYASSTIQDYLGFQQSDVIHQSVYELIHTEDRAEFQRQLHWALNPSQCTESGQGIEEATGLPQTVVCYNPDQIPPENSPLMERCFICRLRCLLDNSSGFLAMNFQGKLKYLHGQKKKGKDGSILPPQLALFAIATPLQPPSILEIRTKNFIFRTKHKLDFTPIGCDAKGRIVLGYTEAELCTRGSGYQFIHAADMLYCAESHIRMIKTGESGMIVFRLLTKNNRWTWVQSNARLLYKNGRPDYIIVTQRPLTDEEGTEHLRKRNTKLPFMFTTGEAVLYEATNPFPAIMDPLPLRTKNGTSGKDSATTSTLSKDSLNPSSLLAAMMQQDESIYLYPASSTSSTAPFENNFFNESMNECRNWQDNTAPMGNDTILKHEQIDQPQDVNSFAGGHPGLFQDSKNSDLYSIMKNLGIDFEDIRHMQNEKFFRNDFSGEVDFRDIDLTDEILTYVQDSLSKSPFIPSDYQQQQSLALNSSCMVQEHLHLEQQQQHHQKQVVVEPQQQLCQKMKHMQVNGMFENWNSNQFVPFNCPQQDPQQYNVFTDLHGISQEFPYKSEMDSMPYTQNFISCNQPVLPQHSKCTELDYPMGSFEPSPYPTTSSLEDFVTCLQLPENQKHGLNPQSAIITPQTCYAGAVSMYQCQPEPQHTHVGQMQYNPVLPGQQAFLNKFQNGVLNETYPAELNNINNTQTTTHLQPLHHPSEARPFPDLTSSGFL
# The depositor's hits bear a star; x = no result given.
1. CC(C)(C)OC(=O)CNC(=O)c1[nH]cnc1C(=O)N[C@@H](Cc1ccccc1)C(=O)OCc1ccccc1
2. COc1cc(NC(=O)[C@@H]2CCCN2S(=O)(=O)c2cccc3cccnc23)cc(OC)c1OC
3. Cc1cccc(Cn2c(C(C)O)nc3ccccc32)c1 (stereo not drawn)
4. CCOC(=O)C1CCN(C(=O)CCNC(=O)c2cc(OC)c(OC)c(OC)c2)CC1
5. Cc1ccccc1NC(=O)/C(=C\c1cccs1)NC(=O)c1ccccc1
6. COc1cccc(/C=N/NC(=O)NC23CC4CC(CC(C4)C2)C3)c1O
7. CC1CCCC(C)N1C(=O)COc1cccc(Oc2ccccc2)c1 (stereo not drawn)
8. CCN(CC)S(=O)(=O)c1ccc(OCC(=O)NC(=O)c2ccccc2OC)c([N+](=O)[O-])c1

assay / compound	1	2	3	4	5	6	7	8
PP5 inh	3.6	-3.4	2.9	0.3	-2.4	3.9	x	0.9
CTSL1 counter	4	-2	0	-2	4	-1	x	-4
core dimer inh	14	1	5	-2	8	8	x	6
proCasp7 act	0	8	4	-7	0	-6	2	-7
procasp3 activ	12	5	-4	-3	-5	-13	-5	-2
PP1 inh	7	-2	-6	-3	0	0	x	1
PAFAH2 inh	-14	0	-3	11	5	x	-2	2
TPT1 inh	-1	-1	-6	2	0	-2	x	-1
AHR activator	-3	1	-8	-1	4	-1	-1	-1

9. COc1ccc(C(=O)NCCCN2CCOCC2)cc1
10. CCS(=O)(=O)c1ccc(C(=O)NC2CC2)c(Cl)c1Cl
11. Cc1onc(-c2ccccc2Cl)c1C(=O)Nc1nnc(-c2ccc(Cl)cc2Cl)s1
12. CCOc1ccc(N(CC(=O)Nc2cccc(C)c2C)S(=O)(=O)c2c(C)[nH]c(=O)[nH]c2=O)cc1
13. COc1ccc(C(OC(=O)c2ccco2)C(=O)NC2CCCC2)cc1OC (stereo not drawn)
14. CCN(CC)c1ccc(NS(=O)(=O)c2ccc(-c3ccc(=O)[nH]n3)o2)c(C)c1
15. Cn1c(COc2ccccc2)nnc1SCCSc1nnc(COc2ccccc2)n1C
16. CCOC(=O)Cn1c(=O)c2c(nc3n2CCN3Cc2ccccc2)n(C)c1=O

assay / compound	9	10	11	12	13	14	15	16
PP5 inh	-1.5	-0.9	0.8	1.5	-1.8	0.4	2.7	-1.4
CTSL1 counter	-4	0	2	5	-42	-6	-2	1
core dimer inh	-5	1	-24	-2	5	-8	1	-4
proCasp7 act	4	-2	4	-1	6	-34	-2	7
procasp3 activ	1	-3	0	-3	4	-25	9	6
PP1 inh	0	-1	-5	-1	-3	-1	-4	-4
PAFAH2 inh	-1	-1	18	3	9	10	10	0
TPT1 inh	5	1	-2	-3	-4	-4	-2	-3
AHR activator	3	2	0	3	-1	7	1	3

17. Cn1c(=O)c(C(=O)CSc2ccccc2)c(N)n(Cc2ccccc2)c1=O
18. N#CC1=C(Nc2ccccc2)SC=C(c2ccc(F)cc2)N=C1N1CCOCC1
19. Cc1c(NC(=O)CSc2nc3ccccc3[nH]2)c(=O)n(-c2ccccc2)n1C
20. Cc1cccc(N2CCN(c3ccc4cc(S(=O)(=O)N5CCCCC5)ccc4n3)CC2C)c1 (stereo not drawn)
21. Cc1cc2c(c(Sc3ccccc3)n1)C(=O)OC2
22. FC(F)(F)c1cc(-c2ccccn2)nc2cc(-c3ccccc3)nn12
23. CC(C)CC(=O)Nc1ccc(Cc2ccncc2)cc1
24. Cc1ccc(S(=O)(=O)N2CCCC2C(=O)NCc2ccccc2F)cc1 (stereo not drawn)

assay / compound	17	18	19	20	21	22	23	24
PP5 inh	-5.0	0.7	-1.6	-1.5	-1.9	-0.2	-0.5	1.0
CTSL1 counter	-7	0	0	4	0	-3	-4	-2
core dimer inh	14	4	-1	4	3	-3	-1	2
proCasp7 act	-2	4	-1	6	1	3	4	7
procasp3 activ	2	6	-15	3	6	-7	1	-6
PP1 inh	0	1	-7	9	-2	-3	-3	0
PAFAH2 inh	-2	x	4	1	5	-3	-1	8
TPT1 inh	-2	-1	-1	-1	-2	-2	0	1
AHR activator	0	-4	4	-2	1	3	8	0

25. C[C@@H]1CC[C@@]2(O[C@H](CCO)C[C@@H](O)[C@@H]2O)O1
26. COc1ccc(OCc2nnc(SCC(=O)N3CCOCC3)o2)cc1
27. COc1ccc([N+](=O)[O-])cc1N(CC(=O)NC1CCCC1)S(C)(=O)=O
28. Cn1c(N)c(C(=O)COC(=O)CSc2ccccc2)c(=O)n(C)c1=O
29. O=C1C(Cc2ccccc2)NC(=S)N1c1ccccc1 (stereo not drawn)
30. CCCCc1c(C)nc(N2CCCC2)[nH]c1=O
31. CCOC(=O)Nc1nc2ccccc2s1
32. C[C@H]1CN([C@@H](C)CO)C(=O)Cc2cc(NC(=O)C3CC3)ccc2O[C@H]1CN(C)Cc1ccc(C(=O)O)cc1

assay / compound	25	26	27	28	29	30	31	32
PP5 inh	1.2	4.1	-0.1	2.2	1.3	1.1	1.2	x
CTSL1 counter	-5	-5	-2	-14	-4	-4	-4	x
core dimer inh	-1	-2	1	-7	3	-2	-8	x
proCasp7 act	8	-1	-5	-5	0	-5	7	2
procasp3 activ	10	-4	-9	-4	8	-3	-2	0
PP1 inh	0	1	-1	-3	-3	-1	5	x
PAFAH2 inh	1	-6	2	10	-5	4	12	1
TPT1 inh	3	-1	4	-2	-5	0	-4	x
AHR activator	3	-2	0	-1	-5	0	12	-1

33. CCOc1nc(Nc2ccc(F)cc2)nc(N2CCN(c3ccc(OC)cc3)CC2)n1
34. COc1ccc(NC(=O)c2ccco2)cc1NC(=O)c1cccnc1
35. Cn1c(=O)n(C)c2cc(NC(=O)c3cc4ccccc4o3)ccc21
36. C=CCN(c1cccc(C(F)(F)F)c1)S(=O)(=O)c1cccc(C(=O)OCC(=O)NC)c1
37. O=C(N[C@H]1CCC(=O)N(CCSc2ccc(Br)cc2)CC1)OCc1ccccc1
38. O=C(Nc1ccc(Cl)c(S(=O)(=O)N2CCOCC2)c1)c1ccccn1
39. COc1cc2[nH]c(=S)nc(NCc3cccnc3)c2cc1OC
40. CCCCN1C(=N)N([C@@H](CCC)CN2CCC[C@H]2CN2C(N)=NC[C@@H]2Cc2ccccc2)C[C@H]1Cc1ccccc1

assay / compound	33	34	35	36	37	38	39	40
PP5 inh	1.0	1.1	4.2	3.9	3.2	1.9	1.6	x
CTSL1 counter	-1	1	3	-2	x	-3	3	x
core dimer inh	6	-3	1	-11	x	-5	0	x
proCasp7 act	6	0	8	-1	4	2	-29	9
procasp3 activ	4	-3	2	-3	5	1	-19	-2
PP1 inh	-2	-1	-3	-4	3	4	2	x
PAFAH2 inh	0	-6	-2	-3	28	-6	11	1
TPT1 inh	-3	-1	1	1	x	-1	0	x
AHR activator	-1	12	0	-2	0	15	8	-1

# 4 entries from above, as labelled records:
22) FC(F)(F)c1cc(-c2ccccn2)nc2cc(-c3ccccc3)nn12
- PP5 inh: -0.2
- CTSL1 counter: -3
- core dimer inh: -3
- proCasp7 act: 3
- procasp3 activ: -7
- PP1 inh: -3
- PAFAH2 inh: -3
- TPT1 inh: -2
- AHR activator: 3

1) CC(C)(C)OC(=O)CNC(=O)c1[nH]cnc1C(=O)N[C@@H](Cc1ccccc1)C(=O)OCc1ccccc1
- PP5 inh: 3.6
- CTSL1 counter: 4
- core dimer inh: 14
- proCasp7 act: 0
- procasp3 activ: 12
- PP1 inh: 7
- PAFAH2 inh: -14
- TPT1 inh: -1
- AHR activator: -3

5) Cc1ccccc1NC(=O)/C(=C\c1cccs1)NC(=O)c1ccccc1
- PP5 inh: -2.4
- CTSL1 counter: 4
- core dimer inh: 8
- proCasp7 act: 0
- procasp3 activ: -5
- PP1 inh: 0
- PAFAH2 inh: 5
- TPT1 inh: 0
- AHR activator: 4

11) Cc1onc(-c2ccccc2Cl)c1C(=O)Nc1nnc(-c2ccc(Cl)cc2Cl)s1
- PP5 inh: 0.8
- CTSL1 counter: 2
- core dimer inh: -24
- proCasp7 act: 4
- procasp3 activ: 0
- PP1 inh: -5
- PAFAH2 inh: 18
- TPT1 inh: -2
- AHR activator: 0

# Additional records:
41. O=C(CCS(=O)(=O)c1cccc2nsnc12)NC1CCCCC1
42. CC(/C=C/c1ccco1)=N\NC(=O)CNc1cccc(C)c1
43. COc1cccc(N(C(=O)c2sc(C)nc2C)C(C(=O)NCC2CCCO2)c2ccccc2)c1 (stereo not drawn)
44. CCc1nnc(NC(=O)CSc2nnc(Cc3ccccc3)o2)s1
45. O=C1c2ccccc2S(=O)(=O)N1Cc1cccc(S(=O)(=O)N2CCOCC2)c1
46. CSc1nc(C)cc(SCCO)n1
47. CC(C)N(Cc1nc(-c2ccc(Cl)cc2)no1)C(=O)c1cccs1
48. O=C(NC(=S)Nc1nc2c(s1)CCCC2)c1ccccc1

assay / compound	41	42	43	44	45	46	47	48
PP5 inh	-2.8	-0.3	-1.1	1.6	0.5	1.3	1.6	0.4
CTSL1 counter	-7	3	-2	-4	0	3	3	-3
core dimer inh	-2	9	6	12	-2	-3	1	-7
proCasp7 act	-3	6	8	-12	2	12	10	10
procasp3 activ	-4	3	4	4	-1	4	-6	1
PP1 inh	-7	-1	3	-6	0	-4	1	-1
PAFAH2 inh	-3	-5	2	-1	1	1	2	-1
TPT1 inh	-8	2	0	-1	1	-1	-1	0
AHR activator	4	8	7	-1	0	-1	2	25

49. N#Cc1c2n(c(=S)n(-c3ccc(F)cc3)c1=O)CCCCC2
50. Cc1cc2occ(CC(=O)N(C)CC(=O)Nc3cccc(F)c3)c2cc1C
51. Fc1ccc(-c2ccc(Nc3cccc(F)c3)nn2)cc1
52. COCCN(C(=O)COC(=O)/C=C/c1ccc(C)o1)c1c(N)n(Cc2ccccc2)c(=O)[nH]c1=O
53. CC(=O)Nc1ccc(NC(=O)CSc2nnc(-c3ccc(NS(C)(=O)=O)cc3)n2C)cc1C
54. NC(=O)COc1ncn(-c2ccccc2)n1
55. Cc1ccc(-c2nc(CCN3C(=O)c4ccccc4C3=O)cs2)cc1
56. O=C(CCN1C(=O)COc2ccccc21)NCCCN1CCCC1
57. CC(=O)NC1(c2ccccc2)CCN(CC(=O)N2CCC(C)CC2)CC1
58. CCN(CCCNC(=O)c1ccc(N2CCCC2=O)cc1)c1cccc(C)c1
59. N#Cc1c(-c2ccc(Cl)cc2)nc2n(c1=O)CCCS2

assay / compound	49	50	51	52	53	54	55	56	57	58	59
PP5 inh	-0.4	2.8	-0.5	-1.8	0.0	0.4	4.1	-0.2	-1.6	1.2	-2.1
CTSL1 counter	-5	4	2	0	8	2	-2	0	-4	3	2
core dimer inh	-7	0	-4	-7	-3	-3	3	4	-4	-12	-4
proCasp7 act	-6	0	9	6	10	2	-2	0	4	1	1
procasp3 activ	0	-3	-4	-2	-9	1	1	-4	3	0	-4
PP1 inh	-2	-2	-1	0	-5	0	0	-6	7	3	-3
PAFAH2 inh	1	1	5	-49	-1	4	8	3	-3	1	0
TPT1 inh	-1	3	-4	-2	2	-5	2	3	2	1	0
AHR activator	1	0	-6	2	0	0	-8	1	2	-2	1

# Screens: PubChem, The Scripps Research Institute Molecular Screening Center

# Hits appear at their usual frequency. Share with any hit: about 5.6%.
